MEKK3 PB1 HTS = MEKK3-MEK5 PB1 interaction, increase or decrease; binding response (% of control), % at 10 µM; Q99759; hit rate 1.4% among 290,000; AID 1529; bead-based flow cytometry, Alexa488-MEK5 binding to MEKK3; actives lie on both sides; 0 = blocked by unlabeled MEK5, 100 = vehicle;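 active = binding response more than 3 SD above or below the average of its plate-row segment, actives on both sides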;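 also: Alexa488 bead fluorescence after subtracting the streptavidin-only scavenger bead signal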
p-CIP stab down = compounds decreasing mouse p/CIP protein stability; F442A p/CIP-EGFP cells, EGFP fluorescence, 16 h; decrease of EGFP signal, % at 10 µM; Q05BA5; hit rate 0.01% among 290,000;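 active = EGFP signal decrease of at least 30% at 10 µM or well 3 SD below plate mean, unless failing retest; inactive = the rest, including hits failing retest or dose response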; also: some compounds called inactive have numbers as strong as hits; many of its hits are not listed in these tables
IDE act = boosts human insulin-degrading enzyme activity in HEK cells; P14735; hit rate 0.073% among 340,000; activation, % at 5.96 µM; FAbeta-B cleavage, fluorescence polarization; 0% vehicle, 100% cell-free pure enzyme wells;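 active = activation above the mean of all tested compounds plus 3 SD, set per screening campaign, cut at about 17% in these data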
GalR3 antag = human GalR3 antagonism; O60755; HEK293 GalR3-CNG cAMP membrane potential fluorescence; galR3 body fused to GalR1 C-terminus; inhibition, % at 3 µM; hit rate 0.44% among 360,000; AID 651719;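 active = inhibition above the screen-wide average plus 3 SD, cut at about 13% in these data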;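 also: forskolin and galanin both at EC90 stimulate the cells; cAMP rise reported by CNG channel membrane potential dye signal; 0% = forskolin plus galanin with DMSO and 100% = forskolin alone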
CRFR2-BP antag = CRF-BP/CRF-R2 complex antagonism; hit rate 0.59% among 350,000; AID 588475; HEK293 CRF-R2/CRF-BP, CRF-induced calcium fluorescence; inhibition, % at 11.8 µM;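 active = inhibition of the ligand-induced calcium signal above about 50% at the single tested concentration, limit read from the data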
PHOSPHO1 inh = blocks human PHOSPHO1 phosphatase activity. recombinant PHOSPHO1, absorbance phosphatase assay. AID 1565. hit rate 1.1% among 290,000. Q8TCT1. inhibition, % at 13.3 µM; in the data active = inhibition above about 60%
CRFR2-BP ag = agonists of human CRF-binding protein/CRF-R2 receptor complex | hit rate 0.46% among 350,000 | HEK293 CRF-R2/CRF-BP, calcium dye fluorescence (FLIPR); percent of saturating CRF peptide response | AID 588473 | activation, % at 13.2 µM;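 active = activation of at least 50%, plus an integration ratio under a set limit after plate pattern correction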;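 also: plate controls were neutral control wells without compound for no effect and CRF at EC100 for full effect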
M4 PAM = potentiates acetylcholine response at human M4 receptor; CHO-K1 hM4/Gqi5, Fluo-8 calcium fluorescence, ACh EC20; 0% = ACh EC20, 100% = maximal ACh; activation, % at 3 µM; hit rate 0.4% among 360,000;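 active = activation above its plate's cutoff, the mean activation of sample wells plus 3 SD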; also: some results filed as inactive read as strong as hits
IDE inh = cellular human IDE inhibition | hit rate 0.41% among 320,000 | HEK cells, FAbetaB cleavage, fluorescence polarization | AID 434962 | inhibition, % at 5.59 µM | P14735;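 active = percent inhibition above the average of all tested compounds plus 3 SD, set per screening campaign, cut at about 16% in these data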;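 also: IDE supplied by intact live HEK cells; FP after avidin binding of uncleaved biotin substrate so inhibition keeps polarization high; 0% = DMSO wells and 100% = 60 µM reference IDE inhibitor Ii1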
* = called active by the depositor; nt = no result given. Random draw from the library. About 4.2% of those tested had a hit in this group.

# | structure | MEKK3 PB1 HTS | CRFR2-BP antag | GalR3 antag | M4 PAM | PHOSPHO1 inh | IDE act | CRFR2-BP ag | p-CIP stab down | IDE inh
1 | CCOc1ccc(-n2ccc(=O)c(C(=O)Nc3ccc(S(=O)(=O)Nc4nccs4)cc3)n2)cc1 | 102 | 15 | -5 | 2 | 45 | 5 | -0.4 | -1 | 6
2 | CC(C)(C)OC(=O)N[C@H]1C=C[C@@H](OC(=O)CC(=O)OCC(F)(F)F)C1 | nt | -5 | -4 | -5 | nt | -1 | -4.0 | nt | nt
3 | C/C(=N/O)c1ccc(Oc2cnccn2)cc1 | 101 | -2 | -5 | 0 | 5 | 0 | -0.2 | -14 | 4
4 | CN(CC(=O)NC1CCCCC1)S(=O)(=O)c1cccc2cccnc12 | 110 | -3 | 3 | 6 | 15 | 4 | -0.4 | -7 | 4
5 | Cc1cccc(SCc2noc(C(=O)NC(C)C)c2C(=O)O)c1 | 99 | -4 | -2 | 4 | 20 | 2 | 0.3 | -8 | 3
6 | O=C(Nc1ccc(Oc2cccnc2)cc1)C1CCN(Cc2ccc(F)cc2)CC1 | 104 | -11 | -5 | 10 | 36 | 1 | 7.7 | -12 | -2
7 | Cc1[nH][nH]c(=O)c1N=Nc1ccccc1 | 105 | 5 | -2 | 12 | -4 | 5 | -0.3 | -4 | 0
8 | Cc1cc2c(=O)n(Cc3ccco3)c(SCC(=O)c3ccc(Cl)s3)nc2s1 | 103 | 19 | -6 | 4 | 22 | 8 | -2.2 | -1 | -1
9 | Cn1c(=O)oc2cc(S(=O)(=O)N3CCN(c4ccccc4F)CC3)ccc21 | 97 | -17 | 1 | 7 | 0 | -4 | 9.4 | -18 | 3
10 | COc1ccc(-n2c(C)cc(SC)c(C(C)=O)c2=S)cc1 | 94 | -19 | 6 | 2 | 17 | 4 | 0.7 | 6 | 2
11 | C[C@@H]1CN([C@@H](C)CO)C(=O)c2cc(N(C)C)ccc2O[C@@H](C)CCCCO[C@@H]1CN(C)S(=O)(=O)c1cccs1 | nt | -4 | 0 | 2 | nt | nt | 0.3 | nt | nt
12 | COc1ccccc1CN(C)C(=O)c1ccc2c(c1)NC(=O)CS2 | nt | 7 | 0 | -2 | 0 | 5 | -1.2 | -4 | 0
13 | CCn1c(COc2ccc(=O)n(-c3ccccc3)n2)nnc1SCc1ccccc1C | 102 | -16 | -2 | 8 | -11 | -2 | 0.2 | 33 | 2
14 | CCN(CC)C(=O)CSc1nc2ccccc2c(=O)n1CCC(=O)NCCc1ccc(OC)c(OC)c1 | 98 | 11 | 6 | -4 | -20 | -3 | -0.7 | -10 | 9
15 | COc1cccc(C(=O)OCC(=O)c2ccc(Br)s2)c1OC | nt | 1 | -5 | 3 | nt | 3 | -2.0 | nt | 3
16 | C#CCN1C(C)=C(C(=O)OC)C(c2cccc([N+](=O)[O-])c2)C(C(=O)OCC)=C1C (stereo unspecified) | nt | 23 | -2 | -12 | nt | 9 | -0.6 | nt | -1
17 | CC[N+]1(CC)CC2=Cc3c(ccc4ccccc34)C(C)C2C1 (stereo unspecified) | 96 | 6 | -5 | -10 | 24 | 2 | 0.0 | 1 | 2
18 | C/C(=N\NC(=O)c1ccc(NS(=O)(=O)c2cccs2)cc1)c1ccc2c(c1)OCO2 | 103 | 1 | -3 | 6 | -6 | 4 | -1.9 | 4 | 12
19 | FC(F)(F)c1cc(N2CCNCC2)c2ccccc2n1 | 92 | 0 | 0 | -15 | 32 | 1 | 0.5 | -3 | 2
20 | COc1ccc(C(C(=O)NC2CCCC2)N(C(=O)CNC(=O)c2ccco2)c2cccnc2)cc1 (stereo unspecified) | 101 | -8 | -11 | -6 | 37 | 1 | 4.8 | -8 | -1
21 | COc1ccccc1S(=O)(=O)Nc1cccc(-c2nnc3n2CCCCC3)c1 | 105 | -13 | -2 | 6 | 5 | -22 | 1.3 | -5 | 10
22 | CCCn1nnnc1NC(=O)COc1ccc(Br)cc1 | 116 | -1 | -2 | 12 | 29 | -3 | 0.2 | -16 | -4
23 | CN(Cc1ccccc1)C(=O)c1ccc(NC(=O)Cc2ccc(NC(=O)C3CCCN(S(=O)(=O)c4cccc([N+](=O)[O-])c4)C3)cc2)cc1 (stereo unspecified) | nt | 17 | -4 | -2 | nt | 4 | -1.1 | nt | nt
24 | COc1cc(NC(=O)C2CC(c3c(F)cccc3Cl)=NO2)c(OC)cc1Cl (stereo unspecified) | 103 | 10 | -9 | -5 | 5 | 0 | 0.8 | -2 | 2
25 | O=C(NCc1ccncc1)c1cc(S(=O)(=O)N2CCOCC2)c(Cl)cc1Cl | nt | -2 | 1 | 1 | nt | 4 | -0.2 | nt | -4
26 | NNC(=O)c1ccc(COc2cccc3ccccc23)o1 | 87 | -2 | 4 | -16 | 20 | 8 | 1.0 | 1 | -7
27 | O=C(NC1CC2CCCC(C1)N2S(=O)(=O)c1ccccc1)C1CCCCC1 (stereo unspecified) | 102 | 16 | -11 | 0 | 16 | -2 | -0.2 | -14 | 3
28 | C[C@@H]1CN([C@@H](C)CO)C(=O)c2cc(N(C)C)ccc2O[C@@H]1CN(C)Cc1ccncc1 | nt | 2 | -7 | 0 | nt | -1 | -0.4 | nt | 0
29 | O=C(CSc1nnc(CNC(=O)c2ccccc2F)o1)NCCc1ccccc1 | 110 | 23 | -4 | 2 | 1 | 4 | -0.8 | 0 | 0
30 | COc1ccc2nc(SCC(=O)N(C)CC(=O)Nc3ccc(F)cc3)[nH]c2c1 | nt | 8 | 1 | 2 | nt | 2 | -0.5 | nt | 2
31 | CCC(C)NC(=O)CSc1nc2c(sc(=S)n2-c2cc(Cl)ccc2OC)c(=O)[nH]1 (stereo unspecified) | 105 | 16 | -11 | -6 | 42 | 0 | -0.7 | -6 | -3
32 | CCN1C(=O)CSc2ccc(C(=O)NCCCN3CCOCC3)cc21 | 97 | -3 | -3 | 1 | 18 | -2 | -1.9 | 2 | -1
33 | Cc1ccc(Cn2nnc3c(=O)n(CC(=O)NCc4ccccc4)cnc32)cc1 | 94 | -1 | -3 | -3 | 37 | -1 | 0.0 | -10 | 4
34 | CC(C)Cn1cnc2c1c(=O)n(CC(=O)NN)c(=O)n2Cc1ccccc1 | 104 | -3 | -10 | 5 | 40 | 3 | -1.6 | -3 | -4
35 | CCCn1nc2cc(C(=O)NCc3ccc(OC(F)(F)F)cc3)ccc2c1OCC | 92 | -28 | 0 | -4 | -42 | 4 | -1.4 | -14 | 3
36 | COc1ccccc1Nc1ncc(C(=O)N2CCN(Cc3ccc(OC)c(OC)c3OC)CC2)c2ccccc12 | 88 | 5 | 4 | -14 | -17 | 6 | -4.7 | 1 | 2
37 | Cc1cccc(N2CCN(C(=O)c3ccccc3OCc3c(C)noc3C)CC2)c1C | nt | 37 | -4 | 5 | nt | -1 | -0.2 | nt | -2
38 | O=c1[nH]nc(Cc2ccccc2)c2ccccc12 | 99 | -3 | -5 | -7 | 8 | -1 | 1.6 | 0 | -2
39 | Cc1ccc(NC(=S)N2CCC(NC(=O)c3cccc(F)c3)CC2)cc1 | 100 | 6 | 0 | 6 | 19 | 2 | 0.7 | -12 | 5
40 | COc1cccc(C(=O)O[C@H]2[C@H](C)NS(=O)(=O)[C@H]3C[C@@H]4C=C[C@]23O4)c1 | nt | 6 | -7 | 3 | nt | 0 | 0.2 | nt | 2
41 | Cc1cccc(NC(=S)N2CCN(Cc3ccc4c(c3)OCO4)CC2)c1C | 104 | -1 | -1 | 5 | 14 | -2 | 0.2 | -10 | -2
42 | CC(=O)c1c(N2CCOCC2)nc(=O)n(-c2ccccc2)c1C | 103 | -18 | 1 | 7 | 18 | 5 | -0.9 | 12 | -2
43 | Cn1c(=O)c2[nH]c(N3CCN(c4ccccn4)CC3)nc2n(C)c1=O | 102 | nt | nt | nt | 25 | nt | nt | -20 | 3
44 | CC1=C(C#N)C(Nc2cc(C)ccn2)(C(F)(F)F)C(=O)N1 (stereo unspecified) | 98 | -1 | -1 | 19 | 0 | 5 | 0.2 | 3 | 6
45 | COc1ccccc1C(=O)Nc1ccc(C)c(S(=O)(=O)N2CCCCC2)c1 | nt | 0 | -5 | -4 | nt | -1 | 2.3 | nt | nt
46 | O=C(CSc1ccc2nnc(-c3cccnc3)n2n1)Nc1ccccc1C(F)(F)F | 99 | -8 | -4 | -1 | 43 | -6 | 0.1 | -3 | -1
47 | CCC1(c2ccc(F)cc2)NC(=O)N(CC(=O)N2CCN(S(=O)(=O)c3ccc(C)cc3)CC2)C1=O (stereo unspecified) | nt | -13 | -3 | -5 | nt | 0 | 2.3 | nt | 0
48 | COc1ccc(OC(=O)c2cc3cc(Cl)ccc3oc2=O)cc1 | 102 | 2 | -3 | -6 | 54 | -5 | 0.9 | 3 | 6
49 | COc1ccc(N2C(=O)C3C4c5ccccc5C(C=Nc5ccc(C)cc5C)(c5ccccc54)C3C2=O)cc1 (stereo unspecified) | 98 | -19 | -3 | 4 | nt | 5 | 0.8 | nt | 8
50 | CCOc1ccc(NC(=O)CN(C)C(=O)c2ccc(OCC3CCCO3)cc2)cc1OCC (stereo unspecified) | 96 | -20 | 0 | 0 | 32 | 3 | -1.6 | -16 | -6

Next results
# | structure | MEKK3 PB1 HTS | CRFR2-BP antag | GalR3 antag | M4 PAM | PHOSPHO1 inh | IDE act | CRFR2-BP ag | p-CIP stab down | IDE inh
51 | COc1ccc(NC(=O)CN2CCN(C(=O)c3ccco3)CC2)c(OC)c1 | 102 | 15 | -1 | -2 | 45 | 1 | -0.8 | -12 | 7
52 | O=S(=O)(c1ccccc1)N1CCN(Cc2nnc(-c3ccccc3)o2)CC1 | nt | -23 | -3 | 3 | nt | nt | 5.7 | nt | nt
53 | COc1ccc(NC(=S)N2CCN(Cc3cccc(F)c3)CC2)c(OC)c1 | 106 | 5 | -2 | -7 | 8 | 11 | 0.8 | 0 | 11
54 | CC(=O)c1cccc(N2C(=O)C3C(C(=O)Nc4cc(C)on4)C4(C)C=CC3(O4)C2C(=O)NC(C)(C)C)c1 (stereo unspecified) | 102 | 13 | -5 | 7 | 37 | -4 | -0.2 | -1 | 2
55 | CC1CC(C)CN(S(=O)(=O)c2ccc3c(c2)CC(C)N3C(=O)C2CC2)C1 (stereo unspecified) | 102 | 17 | -3 | -5 | 20 | 3 | -0.6 | -14 | 2
56 | Cc1ccc(C(=O)NCc2occc2C(=O)O)o1 | 100 | 1 | -7 | 0 | -22 | -1 | 0.5 | 0 | 0
57 | Nc1n[nH]c2cc(=O)n(-c3ccc(Cl)cc3)nc12 | 80 | 1 | 0 | 0 | -1 | 1 | 14 | -5 | 7
58 | O=C(O)/C(=C\c1ccc(-c2ccccc2[N+](=O)[O-])o1)c1ccccc1 | 90 | -3 | -6 | 2 | 36 | 2 | 0.1 | -8 | -3
59 | O=C(NCc1ccc2c(c1)OCO2)c1ccc(N2C(=O)C3CCCCC3C2=O)cc1 (stereo unspecified) | 105 | 1 | nt | 16 | -1 | -1 | -2.8 | -1 | 4
60 | C#CCOCCOCCOCCNc1nc(N2CCN(C(=O)[C@H](CCCCN)n3cc(CN)nn3)CC2)nc(N2CCN(C(=O)[C@H](CCC(=O)O)n3cc([C@@H](N)[C@H](C)CC)nn3)CC2)n1 | nt | -13 | -6 | -1 | nt | 3 | 2.6 | nt | 0
61 | CCCCN(C)C(=O)C1CCN(c2ccc(S(=O)(=O)N3CCOCC3)cc2[N+](=O)[O-])CC1 | nt | 15 | -3 | -2 | nt | -4 | 1.0 | nt | -3
62 | Cc1sc(NC(=O)CN2CCOCC2)c(C(=O)c2ccccc2)c1C | 103 | -5 | -6 | 5 | 42 | -4 | -0.7 | -4 | 2
